aGlu spleen mod = lysosomal alpha-glucosidase (human) modulation | P10253 | human spleen homogenate, 4-MU-alpha-glucoside fluorescence | Potency, µM (top dose mostly 79.9 µM), inactives show at the top dose activity change, negative = inhibition, hits mostly inhibitors | hit rate 0.006% among 240,000 | AID 2112;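 also: 0% = enzyme with vehicle and -100% = no enzyme basal signal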
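Enzyme source: human spleen homogenate, 1 ug/well. Buffer 50 mM citric acid/K phosphate pH 5.0, 0.01% Tween-20. 4-MU-alpha-glucoside 1 mM; 37 C x 40 min; NaOH/glycine stop; fluorescence.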
RGS12 GoLoco inh = blocks human Gai1 binding to RGS12 GoLoco peptide, red readout; P63096; Gai1:RGS12 GoLoco peptide FP, rhodamine, 10 min; Potency, µM (series often up to 61.6 µM), without a hit: at the top dose activity, negative = inhibition, most hits filed as inhibitors; hit rate 0.44% among 230,000; AID 880; active = well fitted inhibition curve with a large enough effect, not every such curve was filed as active; inactive = no such curve, though single readings can be large or run the other way; also: % is scaled to controls: 0 for no effect and ±100 for the full control effect; nearly all actives have a fitted effect of over 30% in size; many of its hits are not listed in these tables
GAA inhib = blocks human lysosomal alpha-glucosidase; P10253; purified human GAA, 4-MU-alpha-glucoside fluorescence; Potency, µM (highest dose often 76.9 µM), for inactives: at the highest dose activity change, negative = inhibition, actives largely listed as inhibitors; hit rate 0.005% among 200,000;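 also: plate controls were uninhibited enzyme wells for no effect and no-enzyme background for full effect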
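Human alpha-glucosidase, 4 nM, pre-mixed with test compounds before 400 uM 4-methylumbelliferyl substrate; 20 min room temperature at pH 5.0. Fluorescence read after pH 10 stop; AC50 values from Hill-equation fits.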
GAA glycogen = inhibitors or activators of human alpha-glucosidase glycogen cleavage. P10253. recombinant GAA, glycogen substrate, Amplex Red glucose oxidase fluorescence. Potency, µM (top dose mostly 76.4 µM), for the others: at the highest dose activity change, negative = inhibition, most hits filed as inhibitors. hit rate 0.38% among 300,000. AID 2100;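 also: 0% = full enzyme reaction and -100% = no-enzyme basal signal; the screen sought inhibitors and activators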
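Recombinant enzyme (4 nM final) with compounds titrated up to 77 uM and bovine liver glycogen (30 ug) in citrate pH 5.0, 0.01% Tween-20, 37 C 40 min. Released glucose detected by Amplex Red/glucose oxidase (Ex 573/Em 610); AC50 from Hill fits.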
aGal spleen mod = inhibits or activates alpha-galactosidase in human spleen homogenate. hit rate 0.008% among 240,000. P06280. AID 2107. Potency, µM (highest dose often 80 µM), for inactives: at the highest dose activity change, negative = inhibition, usual class: inhibitors. human spleen homogenate, 4MU-alpha-Gal fluorescence, 40 min;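 also: 0% = enzyme with vehicle and -100% = no enzyme basal signal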
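Spleen homogenate 1 ug + cpd (titration) + 4-MU-alpha-D-galactopyranoside 1 mM; 37C 40 min; 50 mM citrate/phosphate pH 5.0, 0.01% Tween-20; stop pH 10; fluorescence 365/440; AC50 via Hill.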
JMJD2E inh = blocks human JMJD2E demethylase activity | B2RXH2 | JMJD2E catalytic domain, FDH-coupled NADH fluorescence (FDH is formaldehyde dehydrogenase) | Potency, µM (titrated, usually from 57.1 µM), inactives show top-dose activity change, negative = inhibition, hits mostly inhibitors | hit rate 1.6% among 230,000; active = well fitted inhibition curve with a large enough effect, not every such curve was filed as active; inconclusive = small, poorly fitted or top-dose-only effect, or another doubt; inactive = no such curve, though single readings can be large or run the other way;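 also: 0% = wells with enzyme and -100% = buffer wells without enzyme; nearly all actives have a fitted effect of over 50% in size; many of its hits are not listed in these tables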
Target sequence (B2RXH2 1-337 limits assumed): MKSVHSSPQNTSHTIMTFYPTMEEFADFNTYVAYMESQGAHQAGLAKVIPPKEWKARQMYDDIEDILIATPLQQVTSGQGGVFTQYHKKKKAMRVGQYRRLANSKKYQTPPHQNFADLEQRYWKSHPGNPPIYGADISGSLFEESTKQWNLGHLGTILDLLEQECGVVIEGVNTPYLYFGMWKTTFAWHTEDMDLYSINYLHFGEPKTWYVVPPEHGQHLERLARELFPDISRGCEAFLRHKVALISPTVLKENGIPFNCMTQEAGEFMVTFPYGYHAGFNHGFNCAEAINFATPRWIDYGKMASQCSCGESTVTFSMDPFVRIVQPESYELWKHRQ
SMN2 splice up = increases expression of the SMN2 splice variant; HEK293 SMN2-luciferase splicing reporter, luminescence, 30-36 h; Potency, µM (doses to about 46.1 µM), for inactives: at the top dose activity change, positive = activation, usual class: activators; hit rate 2.8% among 210,000; also: % of control where 0% means no effect; nearly all actives have a fitted effect of over 55% in size
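qHTS luciferase splicing reporter: luminescence rises when SMN2 exon 7 is included in transfected HEK293 cells. Compound exposure lasted 30-36 h at 37C, with 4.5 mM final sodium butyrate as control, followed by a ONE-Glo read.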
ALDH1A1 block = ALDH1A1 (human) enzyme inhibition; AID 1030; hit rate 7.3% among 220,000; Purified ALDH1A1, NADH fluorescence, propionaldehyde substrate; P00352; Potency, µM (top dose mostly 75.3 µM), inactives show at the top dose activity, negative = inhibition, usual class: inhibitors; active = well fitted inhibition curve with a large enough effect, not every such curve was filed as active; inconclusive = small, poorly fitted or top-dose-only effect, or another doubt; inactive = no such curve, though single readings can be large or run the other way;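 also: plate controls were no enzyme wells and a reference inhibitor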
Target sequence (P00352 whole entry, looked up): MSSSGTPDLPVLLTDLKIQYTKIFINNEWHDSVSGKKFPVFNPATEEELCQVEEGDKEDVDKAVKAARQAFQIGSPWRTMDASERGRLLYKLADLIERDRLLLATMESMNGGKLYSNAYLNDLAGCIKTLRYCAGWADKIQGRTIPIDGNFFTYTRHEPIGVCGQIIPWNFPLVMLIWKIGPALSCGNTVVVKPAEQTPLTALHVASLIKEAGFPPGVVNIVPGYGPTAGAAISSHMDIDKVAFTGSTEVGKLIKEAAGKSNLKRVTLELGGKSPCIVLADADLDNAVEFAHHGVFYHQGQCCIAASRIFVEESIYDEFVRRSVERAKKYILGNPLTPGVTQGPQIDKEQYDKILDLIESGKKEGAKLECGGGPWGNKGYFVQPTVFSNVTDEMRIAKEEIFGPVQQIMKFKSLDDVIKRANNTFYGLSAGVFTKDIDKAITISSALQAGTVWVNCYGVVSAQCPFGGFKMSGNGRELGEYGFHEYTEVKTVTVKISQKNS
Starred values were filed as active, the others as inactive; ? = inconclusive; . = no result given; & = joins results of further samples; [ ] = remark or other dose. Unless noted, calls follow the shape of the dose curve; as a rule, active = well fitted curve in the direction sought with a large enough effect; inconclusive = small, poorly fitted or top-dose-only effect, or another doubt; inactive = no such curve, though single readings can be large; an effect the other way counts as inactive or inconclusive. Potency is read from the fitted curve at half-maximal effect. An excerpt, so the mix of outcomes need not match the whole.

SMILES	aGlu spleen mod	RGS12 GoLoco inh	GAA inhib	GAA glycogen	aGal spleen mod	JMJD2E inh	SMN2 splice up	ALDH1A1 block
C/C(O)=C(/C=NCC(=O)O)C(=O)Nc1nccs1	.	-14%	2%	8%	-11%	10%	-6%	12%
Cc1ccccc1NC(=O)c1ccc(F)c(S(=O)(=O)N2CCN(c3ccccn3)CC2)c1	-7%	7%	?	-9%	-15%	5%	-44%[inhibitor]	0%
Cn1ccnc1SCC(=O)c1cccc(Br)c1	1%	26%	-10%	-3%	0%	5%	14%	?
CC(=O)COc1ccc2c3c(c(=O)oc2c1)CCCC3	-1%	6%	2%	-2%	1%	?	-19%	?
CC(NC(=O)CSc1nc2ccc(N)cc2s1)c1ccccc1 (stereo unspecified)	-1%	12%	10%	9%	-16%	23%	.	?
CC(NO)C(C)(C)NO (stereo unspecified)	6%	-6%	-1%	?	17%	-1%	62%	2%
COc1ccccc1NC(=S)N(Cc1cccnc1)Cc1ccccc1Cl	-3%	-3%	-14%	7%	2%	-2%	0%	?
Cn1c(-c2ccc(F)cc2)cnc1NCc1ccc(C#N)cc1	8%	1%	1%	?	3%	?	-10%	5µM*
O=C(CSc1nc(-c2ccccc2)nc2ccccc12)Nc1cccc(C(=O)O)c1	-12%	11%	-1%	6%	-3%	16%	8%	-1%
CC(=O)C1=C(S(=O)(=O)c2ccc(C)cc2)CS(=O)(=O)C1	-13%	-19%	8%	?	4%	14µM*	-61%[inhibitor]	1.3µM*
COc1cccc(C(=O)Nc2cc(C)c3c(=O)oc4ccccc4c3n2)c1	-6%	-4%	.	6%	-5%	?	.	.
CCOc1ccc2nc(NC(=O)CN3CCC(n4nnc5cc(C(F)(F)F)ccc54)CC3)sc2c1	2%	-2%	-13%	1%	3%	?	-10%	-5%
Cc1ccc(C)c(NC(=O)Cn2nc([N+](=O)[O-])c(Br)c2C)c1	0%	2%	3%	-1%	1%	10%	1%	10%
Cc1cc(Nc2ccc(F)cc2C)n2nc(C)nc2n1	-7%	4%	0%	-15%	7%	-9%	-8%	6%
CCCn1c(SCC(=O)Nc2ccc(C)c(S(=O)(=O)N3CCOCC3)c2)n[nH]c1=O	-10%	.	-15%	8%	-3%	-4%	.	-7%
COc1ccccc1N1CCN(C/C=C/c2ccc(N(C)C)cc2)CC1	5%	-2%	-13%	?	?	?	2%	?
COc1ccccc1NS(=O)(=O)c1ccc(OC)c(OC)c1	-3%	12%	2%	1%	-2%	2%	-4%	2%
O=C(/C(=C/c1ccccc1)c1ccccc1)N1CCCCC1	-1%	5%	-9%	10%	7%	-2%	-3%	4%
CCOC(=O)c1c(C)[nH]c(C(=O)CN2C(=O)NC(CC)(c3ccccc3)C2=O)c1C (stereo unspecified)	-8%	0%	-18%	-12%	-1%	-4%	-7%	?
COc1cc2c(cc1/C=C1/NC(=O)N(CC(=O)Nc3ccccc3)C1=O)OCO2	-2%	-15%	11%	10%	3%	21%	.	10%
Cc1cc(C)c(S(=O)(=O)N2CCOC2CNC(=O)C(=O)NCc2ccco2)c(C)c1 (stereo unspecified)	-6%	9%	-7%	-7%	-8%	2%	-4%	5%
N#CC1(c2ccccc2)CCC(=NO)CC1 (stereo unspecified)	3%	-2%	-7%	.	9%	8%	-4%	-10%
Cc1cccc(C)c1NC(=O)C1=C(O)c2sccc2N(C)S1(=O)=O	-8%	5%	3%	5%	2%	-4%	-11%	-5%
COc1ccc(OC)c(N2C(=O)[C@@H]3C(c4ccccc4Cl)=NO[C@@H]3C2=O)c1	1%	0%	-4%	3%	0%	-14%	3%	-2%
COc1cccc(C2=NOC(C(=O)N3CCOCC3)C2)c1 (stereo unspecified)	-1%	-1%	9%	7%	-3%	0%	8%	8%

Looked up by compound from above:
SMILES	aGlu spleen mod	RGS12 GoLoco inh	GAA inhib	GAA glycogen	aGal spleen mod	JMJD2E inh	SMN2 splice up	ALDH1A1 block
Cc1cc(C)c(S(=O)(=O)N2CCOC2CNC(=O)C(=O)NCc2ccco2)c(C)c1 (stereo unspecified)	-6%	9%	-7%	-7%	-8%	2%	-4%	5%
COc1cccc(C2=NOC(C(=O)N3CCOCC3)C2)c1 (stereo unspecified)	-1%	-1%	9%	7%	-3%	0%	8%	8%
CCCn1c(SCC(=O)Nc2ccc(C)c(S(=O)(=O)N3CCOCC3)c2)n[nH]c1=O	-10%	.	-15%	8%	-3%	-4%	.	-7%
Cn1c(-c2ccc(F)cc2)cnc1NCc1ccc(C#N)cc1	8%	1%	1%	?	3%	?	-10%	5µM*

Carrying on:
SMILES	aGlu spleen mod	RGS12 GoLoco inh	GAA inhib	GAA glycogen	aGal spleen mod	JMJD2E inh	SMN2 splice up	ALDH1A1 block
Cc1cccc(C2=NN(c3ccc(Br)cc3)[C@@H](C(=O)N3CCOC3=O)[C@@H]2c2ccccc2)c1	7%	1%	.	.	12%	.	.	?
CN(C1CCCC1)C1CCN(C(=O)CNC(=O)/C=C/c2ccccc2)CC1	-2%	-9%	2%	8%	3%	9%	?	?
Cc1oc2c(c(=O)c1C)C(=O)CC(c1ccccc1)C2 (stereo unspecified)	-5%	-7%	-7%	-3%	0%	7%	-11%	-3%
Cc1c(NC(=O)c2cccc(S(=O)(=O)N3CCOCC3)c2)c(=O)n(-c2ccccc2)n1C	-4%	6%	0%	-5%	-8%	9%	-8%	8%
CC(=O)NCN1CCN(CNC(C)=O)CC1	1%	1%	-8%	5%	5%	5%	3%	-6%
O=C(c1cccc(S(=O)(=O)N2CCOCC2)c1)N1CCCCCC1	-17%	-8%	1%	-7%	0%	2%	18%	8%
CCC(N=c1cc(-c2ccc(OC)c(OC)c2)oc2ccc(C)cc12)C(=O)O (stereo unspecified)	-4%	6%	1%	-8%	-3%	?	3%	?
O=C(C1=C[C@@H](C2CC2)C[C@@H](OCc2ccc(CO)cc2)O1)N1CCN(Cc2ccc3c(c2)OCO3)CC1	-9%	-4%	.	-11%	4%	5%	.	-5%
CCOC(=O)c1ccc2c(c1)nc(C1CCN(S(=O)(=O)c3cccs3)CC1)n2CC	0%	-9%	?	-20%	3%	-5%	-48%[inhibitor]	?
O=C(CSc1ncccn1)Nc1ccc2c(c1)CCC2	-1%	5%	.	-3%	-1%	3%	.	.
CC[C@@H]1C(c2ccc(F)cc2)=NN(c2ccccc2)[C@H]1C(=O)N1CCOC1=O	-6%[119 µM]	5%[88.7 µM]	.	.	2%[119 µM]	.	.	-4%
CCC(C)(C(=O)NC1CCCCC1)N(C(=O)Cc1cccs1)c1ccccc1 (stereo unspecified)	-2%	4%	-1%	11%	-2%	-2%	-11%	0%
CC(C)c1nc(SCC(=O)N2CCc3ccccc32)n[nH]1	-9%	-3%	2%	5%	-11%	5%	16%	0%
Cn1nnnc1SCC(=O)N1CCN(c2ccc(Cl)cc2)CC1	0%	-37%	1%	-8%	7%	0%	-30%	-1%
Cc1nn(C)c(C)c1CN(C)S(=O)(=O)c1ccc(F)cc1	-12%	-3%	-5%	-22%	-2%	2%	-112%[inhibitor]	-5%
Cc1ccc(C)n1-c1ccc2c(c1)COC2=O	-6%	3%	4%	10%	2%	-7%	38%	?
O=C(CCn1nc(-c2ccc(F)cc2)ccc1=O)NCc1ccccc1	-1%	12%	.	5%	-9%	-16%	.	.
NC(=O)COC(=O)CNC(=O)c1cc(Cl)cc([N+](=O)[O-])c1	-4%	3%	3%	4%	8%	0%	1%	1%
CCOC(=O)/C(C#N)=C/c1ccc(OCC(=O)Nc2ccc(OC)cc2)c(OC)c1	-1%	6%	0%	2%	-5%	-13%	20%	5µM*
Cc1cc(SCC(=O)N/N=C/c2ccc(O)c(O)c2)c(C)cc1Br	-1%	-22%	-4%	18µM*	-11%	?	18%	5%
O=C1c2cccc3cccc(c23)C(=O)N1CCN1CCN(CC(O)COc2ccc3ccccc3c2)CC1 (stereo unspecified)	2%	9%	-7%	1%	9%	?	-32%[inhibitor]	-14%
CC(=O)c1sc(C(C)(C)C)cc1NC(=O)c1ccccc1C(=O)O	-14%	5%	.	2%	1%	1%	.	.
CCOC(=O)c1ccc(NS(C)(=O)=O)cc1	-9%	6%	-6%	1%	-9%	-3%	-4%	8%
Cc1ccc(O)c(C(=O)c2cnc3c(c2)COc2ccc(C)cc2-3)c1	-4%	-8%	-11%	-3%	0%	-6%	-46%[inhibitor]	-4%
COc1cccc(NC(=O)CNC(C)CCC(C)C)c1 (stereo unspecified)	-1%	-1%	-9%	3%	0%	-2%	-2%	2%
More structures:
SMILES	aGlu spleen mod	RGS12 GoLoco inh	GAA inhib	GAA glycogen	aGal spleen mod	JMJD2E inh	SMN2 splice up	ALDH1A1 block
NS(=O)(=O)c1ccc(CNC(=S)NCc2ccc(Cl)cc2)cc1	-6%	17%	6%	3%	-8%	1%	-30%[inhibitor]	?
CNC(=O)c1nn(-c2ccccc2)ccc1=O	-3%	-2%	1%	1%	-2%	2%	-2%	-4%
O=C(COc1ccccc1)NNc1c2ccccc2nc2ccccc12	-13%	-13%	13%	?	-13%	3%	.	?
COC(=O)c1ccccc1NC(=O)c1ccc(-c2ccccc2F)o1	-6%	4%	-12%	-1%	1%	4%	5µM*	-3%
O/N=C/c1ccc(-c2cc(Cl)ccc2Cl)o1	8%	4%	7%	-4%	2%	0%	-13%	2%
Cc1cc(C)cc(OCC(=O)N(Cc2cccs2)C2CCS(=O)(=O)C2)c1 (stereo unspecified)	-12%	2%	-8%	8%	7%	11%	16%	?
CC(C)CN(CC(C)C)c1nnc(NC(=O)Cn2c(=O)oc3ccccc32)s1	-13%	2%	-4%	-16%	16%	-3%	-5%	1.4µM*
CCNc1ncc2nc(C)c(=O)n(-c3ccc(OC)cc3)c2n1	-9%	25%	.	.	-2%	.	.	?
O=C(/C=C/c1cn(-c2ccccc2)nc1-c1cccc(Cl)c1)N1CCN(c2ccccn2)CC1	0%	13%	6%	6%	0%	?	-50%[inhibitor]	2%
O=C(CSc1ccc2nnc(-c3ccccn3)n2n1)NCc1ccc2c(c1)OCO2	-8%	-1%	-3%	-7%	3%	-11%	25%	13%
O=C(COc1ccccc1)Nc1ccc(Cl)cn1	-1%	8%	13%	-2%	9%	-3%	.	5%
CCOc1ccc2nc3cc(N)ccc3c(N)c2c1	2%	9%&5%	.	.	8%	?	-18%	?
Cc1cc(C)c2ccc(=O)n(CC(=O)N/N=C/c3ccccc3Cl)c2n1	0%	9%	.	-4%	3%	?	.	.

Assay outcomes (PubChem)
